SW480 rerep – DNA re-replication induction in SW480 cells; 1.8% of 340,000 active; SW480 DNA re-replication, Hoechst DNA content imaging, 48 h; Potency, µM (doses to about 46.1 µM), for the others: at the top dose re-replication activation, actives largely listed as activators; AID 624297; also: % of control where 0% means no effect; nearly all actives have a fitted effect of over 55% in size
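SW480 cells exposed to compounds for 48 hr at 37 C, 5% CO2, then Hoechst-stained 40 min. Nuclear DNA content imaged by fluorescence scanning (405 nm excitation, 500-530 nm emission); re-replication scored as increased high-intensity nuclei.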
GLP1R cytotox – cytotoxic in the GLP-1 receptor inverse agonist counter-screen; HEK293 cAMP-luciferase reporter cells, luminescence, 24 h; Potency, µM (doses to about 38.3 µM), inactives show at the highest dose activity change, negative = inhibition, usual class: inhibitors; 0.13% of 410,000 active;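 also: loss of luciferase light is scored as toxicity; % is scaled to controls: 0 for no effect and ±100 for the full control effect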
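A 23 nL compound transfer followed 12 hours of cell culture at 37 deg C; exposure then lasted 24 hr. Luciferase assay detection reagent was dispensed and plates read for luminescence after a 12 min room-temperature wait.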
GLP-1R agonist – activates the human GLP-1 receptor | HEK293 GLP-1R CRE-luciferase, luminescence, 4-6 h; cells express a hypersensitive GLP-1R form | Potency, µM (series often up to 45.6 µM), for inactives: at the top dose activation, usual class: activators | 0.007% of 380,000 active | AID 624172; also: % of control where 0% means no effect
Target sequence (P43220 whole entry, looked up): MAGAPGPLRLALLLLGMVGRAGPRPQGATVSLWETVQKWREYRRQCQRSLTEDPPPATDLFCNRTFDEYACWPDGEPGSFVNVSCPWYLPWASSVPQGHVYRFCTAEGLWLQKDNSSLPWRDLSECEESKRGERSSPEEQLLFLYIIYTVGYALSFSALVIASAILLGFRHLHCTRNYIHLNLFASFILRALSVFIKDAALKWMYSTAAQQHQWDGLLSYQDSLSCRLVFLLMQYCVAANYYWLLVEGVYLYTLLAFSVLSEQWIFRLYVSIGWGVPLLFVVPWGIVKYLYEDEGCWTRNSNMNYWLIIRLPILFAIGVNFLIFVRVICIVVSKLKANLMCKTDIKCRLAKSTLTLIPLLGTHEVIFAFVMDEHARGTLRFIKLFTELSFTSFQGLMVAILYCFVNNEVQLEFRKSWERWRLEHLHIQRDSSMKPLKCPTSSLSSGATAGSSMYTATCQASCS
KB-V1 MDR tox – kills drug-selected multidrug resistant KB-V1 cells. KB-V1 MDR cells viability, CellTiter-Glo, 72 h. 3.4% of 400,000 active. Potency, µM (top dose mostly 46.1 µM), without a hit: at the highest dose activity change, negative = cytotoxicity, usual class: cytotoxic; also: % is scaled to controls: 0 for no effect and ±100 for the full control effect; nearly all actives have a fitted effect of over 60% in size
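Readout: CellTiter-Glo luminescence, 10 min after addition. Cells: KB-V1 MDR subline, 72 h at 37 degrees C with compound. Analysis: corrected, normalized data fitted to concentration-effect curves.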
TDP43 rescue – rescues yeast growth from TDP-43 toxicity | TDP-43 expressing yeast growth rescue, BacTiter-Glo, 24 h | Potency, µM (doses to about 46.1 µM), for the others: at the top dose growth rescue (activation), hits mostly activators | 1.8% of 410,000 active; also: % of control where 0% means no effect; nearly all actives have a fitted effect of over 50% in size
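Yeast cells expressing TDP-43 under galactose induction are exposed to compounds for 24 hr at 30 deg C. BacTiter-Glo luminescence measures growth, so protective compounds score as activators.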
HT1080 IDH1KD tx – toxicity to HT-1080 IDH1 knockdown cells (counter line). Potency, µM (titrated, usually from 46.1 µM), inactives show at the highest dose activity, negative = toxicity, hits mostly cytotoxic. HT-1080 IDH1 knockdown viability, ATP luminescence, 48 h. 2% of 360,000 active;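 also: 0% = DMSO wells and -100% = cell-free medium wells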
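After a 2 h attachment period, IDH1KD HT-1080 cells took pin-transferred compound for 48 h at 37 °C; ATP-based luminescence after 10 min room-temperature reagent incubation reported viability.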
GLP1R inv ag – GLP-1 receptor (human) inverse agonism | HEK293 GLP-1R CRE-luciferase, luminescence, 24 h; GLP-1R form is constitutively active | Potency, µM (doses to about 38.3 µM), for inactives: top-dose activity change, negative = inhibition, usual class: inhibitors | AID 624417 | P43220 | 1.6% of 410,000 active; also: % is scaled to controls: 0 for no effect and ±100 for the full control effect; nearly all actives have a fitted effect of over 55% in size
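Seeding at 200 cells/uL, 12 h culture, 24 hr compound treatment, then luciferase reagent and a luminescence read; cells are HEK293 stably expressing a constitutively active GLP-1R plus cAMP-responsive luciferase.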
HT1080NT lethal – kills 2HG-producing HT-1080-NT fibrosarcoma cells. HT-1080-NT fibrosarcoma viability, CellTiter-Glo ATP luminescence, 48 h. Potency, µM (series often up to 46.1 µM), for inactives: top-dose activity, negative = less viability, usual class: cytotoxic. 1.6% of 360,000 active. AID 686970;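 also: NT is the 2HG producing partner of a matched IDH1 knockdown line; 0% = DMSO-treated cells and -100% = media-only wells without cells; nearly all actives have a fitted effect of over 55% in size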
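Toxicity toward the 2HG-producing NT line was scored as %Activity, normalised to DMSO and no-cell wells, from CellTiter-Glo luminescence after 48 hours' treatment.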
KB-3-1 tox – KB-3-1 parental cell cytotoxicity; KB-3-1 viability, CellTiter-Glo ATP luminescence, 72 h; Potency, µM (doses to about 46.1 µM), without a hit: at the highest dose activity change, negative = cytotoxic, hits mostly cytotoxic; 1.4% of 400,000 active; also: % is scaled to controls: 0 for no effect and ±100 for the full control effect; nearly all actives have a fitted effect of over 60% in size
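Cells are dispensed, compounds pinned in, plates held at 37 °C for 72 h, then CellTiter-Glo is added and luminescence read after 10 minutes. Cell line: parental KB-3-1 in phenol-red-free DMEM, 10% FBS.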
Active calls of the source: *; ? = inconclusive; . = no result given; & = joins results of further samples; [ ] = remark or other dose. Calls follow the shape of the dose curve; as a rule, active = well fitted curve in the direction sought with a large enough effect; inconclusive = small, poorly fitted or top-dose-only effect, or another doubt; inactive = no such curve, though single readings can be large; an effect the other way counts as inactive or inconclusive. Potency is read from the fitted curve at half-maximal effect.

SMILES | SW480 rerep | GLP1R cytotox | GLP-1R agonist | KB-V1 MDR tox | TDP43 rescue | HT1080 IDH1KD tx | GLP1R inv ag | HT1080NT lethal | KB-3-1 tox
CCOc1ccc(NC(=O)c2ccc(CC)s2)c([N+](=O)[O-])c1 | -7% | 9%[0.307 µM] | -4% | 2% | 11% | 16% | 9%[0.307 µM] | 9% | -21%
c1coc(CNC2CCCCCCC2)c1 | -6% | -15% | 1% | 5% | 2% | -8% | -18% | 4% | 3%
CCCCNC(=O)CCCn1c(=O)c2ccccc2n(Cc2ccc(Cl)cc2)c1=O | . | 10% | 2% | 4% | 10% | . | 9% | . | -8%
COCCNc1nc(SC)nc2sc3c(c12)CCN(C)C3 | 0% | 14% | -2% | -3% | 0% | -14% | 3% | -10% | 20%
O=C(Cn1ccc([N+](=O)[O-])n1)Nc1ccccn1 | -4% | 3% | -1% | -4% | 12% | 11% | 1% | 0% | -12%
Cc1ccc(C)c(CSC2=NCCN2S(=O)(=O)c2ccccc2)c1 | 15% | 9% | ? | ? | ? | -3% | ? | -3% | -29%
COc1ccc(OCCC(=O)OCC(=O)Nc2ccc(Br)cc2)cc1 | 2% | -5% | -2% | -18% | 21% | 4% | 1% | -2% | 3%
CC(C)N(Cc1ccccc1)C(=O)C1CCCN(c2ncnc3c2nc2n3CCCCC2)C1 (configuration not stated) | -42%[inhibitor] | -9% | 8% | ? | ? | 7% | ? | -10% | ?
CCc1ccc(NC(=O)CSc2nc3c(oc4ccccc43)c(=O)n2-c2cccc(C)c2)cc1 | . | -6% | . | 9% | 6% | . | 8% | . | 2%
Cc1ccc(C2=NS(=O)(=O)N(C)C(C(=O)Nc3cc(C)n(CC(=O)N4CCC(C)CC4)n3)=C2)cc1 | 0% | 17% | 1% | 20% | 11% | -6% | ? | 4% | -6%
O=C(O)c1ccc(/C=N/Nc2nc3ccccc3[nH]2)cc1 | 2% | 3% | 4% | -25% | -15% | -3% | 12% | 2% | 5%
Cc1ccc(NC(=O)COC(=O)C2CC2)cc1Cl | -4% | -2% | 0% | -3% | ? | 15% | 6% | 11% | 14%
c1ccc(Cn2c(Cn3c(-c4cnccn4)nc4ccccc43)nc3ccccc32)cc1 | . | -9% | 12% | 9.2µM* | -13% | -16% | ? | ? | -6%
O=C(CSc1nc2ccccc2s1)NC(=O)NCc1ccco1 | -7% | -10% | 1% | -4% | 22% | 3% | 0% | 15% | 2%
N#CC(C#N)=C(Nc1ccccc1)c1ccccc1 | -11% | -7% | 7% | -9% | -4% | -18% | -21% | -21% | 3%

Next section; it opens with the 3 that closed the last part.
SMILES | SW480 rerep | GLP1R cytotox | GLP-1R agonist | KB-V1 MDR tox | TDP43 rescue | HT1080 IDH1KD tx | GLP1R inv ag | HT1080NT lethal | KB-3-1 tox
c1ccc(Cn2c(Cn3c(-c4cnccn4)nc4ccccc43)nc3ccccc32)cc1 | . | -9% | 12% | 9.2µM* | -13% | -16% | ? | ? | -6%
O=C(CSc1nc2ccccc2s1)NC(=O)NCc1ccco1 | -7% | -10% | 1% | -4% | 22% | 3% | 0% | 15% | 2%
N#CC(C#N)=C(Nc1ccccc1)c1ccccc1 | -11% | -7% | 7% | -9% | -4% | -18% | -21% | -21% | 3%
COCCNc1ncnc2c1ncn2[C@H]1CN(Cc2cccs2)C[C@@H](CO)O1 | . | 2% | 1% | 24% | 13% | ? | -6% | ? | 0%
Cc1ccc2nc(-c3cccc(SC4CCCCC4)c3)c(NCc3ccccc3)n2c1 | ? | 1%&-7% | -3%&5% | ? | ? | -22%&-23% | ? | ? | ?
COc1ccc(-c2cn[nH]c2N)cc1OC | ? | 61%[activator] | 14% | 27% | -4% | -2% | 8% | -2% | -2%
COc1cccc(CNC(=O)c2cc(=O)[nH]c3ccc(S(=O)(=O)N4CCCCC4)cc23)c1 | . | 4% | -6% | 0% | 14% | . | 18% | . | 16%
CCOc1cc(CNC(=O)C(NS(=O)(=O)c2cccs2)C(C)C)cc(OCC)c1OCC (configuration not stated) | . | 0% | . | -7% | 9% | . | -11% | . | 20%
Cc1cc(C)n(CC(=O)N/N=C/c2ccco2)n1 | -12% | 5% | -6% | 11% | -15% | 1% | 0% | 0% | 13%
CCOc1ccc(Nc2ncnc3c2nnn3Cc2ccccc2)cc1 | -11% | 5% | 9% | -29% | 14% | -3% | 10% | -8% | -5%
Cc1cccc(N(CC(=O)NC2CCCC2)C(=O)c2c(C)noc2C)c1 | -5% | 3% | -3% | 0% | 0% | -1% | 0% | -2% | -3%
COc1ccc(OC)c(N2Cc3ccccc3C2)c1 | -3% | -25% | 1% | -10% | 5% | 11% | 7% | 5% | 4%
COc1ccc(C(CNC(=O)c2cccc(S(=O)(=O)Nc3ccc(C)cc3)c2)N2CCCCC2)cc1 (configuration not stated) | 21% | ? | 0% | -2% | 22% | -18% | ? | -24% | -1%
O=C1CCN(S(=O)(=O)c2ccccc2)CCN1CCOCc1ccc(C(F)(F)F)cc1 | -29% | 17% | 0% | ? | -4% | -2% | -27% | -1% | -13%
COc1ccc(Oc2nccc(-c3ccccc3)c2C#N)cc1 | 8% | -3% | 11% | ? | 20% | -9% | 8% | -4% | -1%
COc1ccc(-c2nc(C(=O)Nc3ccc(C(C)=O)cc3)nn2-c2cccc(Cl)c2)cc1 | . | -15% | . | 5% | ? | . | ? | . | -3%
COc1cccc(Nc2nc(N)nc(C(F)(F)F)n2)c1 | -4% | -4% | ? | ? | 6% | ? | 9% | -29% | 3%
Cc1ccc(N2CC3=C(C2=O)C(c2ccc(Br)cc2)NC(=O)N3C)cc1 (configuration not stated) | . | 1% | 0% | ? | 2% | . | 14% | . | 5%
CCOC(CNC(=O)CCc1c(C)nc2nc(C)nn2c1C)OCC | -6% | 2% | -3% | 5% | -15% | -2% | 21% | -4% | -6%
COc1ccc(C(=O)N=C2SC3CS(=O)(=O)CC3N2Cc2ccccc2)cc1OC (configuration not stated) | -25% | -2% | 27% | ? | 4% | 0% | 171%[activator] | -3% | -6%
CC(C)(C)OC(=O)Nc1ncnc2c1ncn2C1OC(CO)C2OC(C)(C)OC21 (configuration not stated) | 3% | 1% | 5% | -5% | -9% | -1% | 2% | 0% | -1%
Cc1cccc(CNC(=O)CC2C(=O)NCCN2C2CCCC2)c1 (configuration not stated) | 5% | -4% | 14% | 17% | 0% | -2% | 16% | 3% | 12%
O=C1NC(=O)C2(CCCCCCC2)N1 | 2% | -8% | 6% | -12% | -6% | 2% | 3% | 3% | 15%
CCC(=O)N1Cc2cc(C(=O)NCC(F)(F)F)nc(-c3cccc(-c4cncnc4)c3)c2[C@@H]1CCO | . | 0% | -2% | -8% | -9% | ? | -11% | -25% | ?
Cc1ccc(CNC(=O)Cn2nc(N3CCN(c4ccccc4)CC3)ccc2=O)cc1 | . | 13% | . | ? | 21% | . | 1% | . | 4%
Cn1cc(-c2coc3c(C(=O)NCc4cccs4)cccc23)cn1 | . | -3% | 11% | -1% | ? | 2% | 29% | 8% | 0%
NC(=S)N/N=C/c1ccc(C(F)(F)F)cc1 | . | ? | 3% | 5.8µM* | ? | 21µM* | ? | ? | 23µM*
COc1ccc(NC(=O)c2sc3nc(C)c(C(=O)Nc4ccc(C)cc4C)c(-c4sccc4C)c3c2N)cc1 | . | 2% | . | 7% | 18% | . | 0% | . | 11%
O=C1CCC(NC(=O)c2ccccc2)C(=O)N1 (configuration not stated) | -3% | -2% | 10% | -9% | -7% | 21% | 11% | 1% | -5%
CC1CCC2(CC1)NC(=S)N(C(C)(C)C)N2 (configuration not stated) | 3% | 17% | 3% | -6% | 0% | 3% | 13% | 3% | -11%
C=COCCNC(=O)Nc1ccc(Cl)cc1Cl | -6%[9.22 µM] | 0% | 0% | 7% | -3% | -6% | 0% | -3% | -5%
CCOC(=O)NN1C(=O)c2ccccc2NC1c1cccnc1 (configuration not stated) | -48%[inhibitor] | -16% | 10% | 7% | 0% | 12% | 14% | 11% | 2%
CCCc1c(C)nc(N2CCN(c3cccc(OC)c3)CC2)[nH]c1=O | 3% | 1% | -6% | -8% | 11% | 7% | 0% | 0% | -6%

Ordered by the number under SW480 rerep (ascending): some entries from above
SMILES,SW480 rerep,GLP-1R agonist
O=C1CCC(NC(=O)c2ccccc2)C(=O)N1 (configuration not stated),-3%,10%
O=C1NC(=O)C2(CCCCCCC2)N1,2%,6%
Cc1cccc(CNC(=O)CC2C(=O)NCCN2C2CCCC2)c1 (configuration not stated),5%,14%

Next structures.
SMILES | SW480 rerep | GLP1R cytotox | GLP-1R agonist | KB-V1 MDR tox | TDP43 rescue | HT1080 IDH1KD tx | GLP1R inv ag | HT1080NT lethal | KB-3-1 tox
CCN(C(=O)C1CCCN(c2nc(-c3ccc(OC)cc3)no2)C1)c1ccc(OC)cc1 (configuration not stated) | 7% | 1% | 0% | 4% | 22µM* | -1% | ? | -5% | 7%
COc1ccc(OC)c(S(=O)(=O)NCc2cccn2Cc2cccc(C)c2)c1 | . | 3% | . | ? | ? | . | ? | . | -10%
CCCN1C(=O)SC(CC(=O)Nc2ccccc2C)C1=O (configuration not stated) | ? | 1% | -7% | ? | 10% | 0% | 47%[activator] | -2% | -7%
Cc1cc(Nc2ccccc2)nc(NCc2ccccc2)n1 | ? | ? | 15% | 10µM* | -3% | 23µM* | 8.9µM* | ? | 21µM*
COc1ccc(CCNC(=O)CCCn2nc(C)c3sc4ccccc4c3c2=O)c(OC)c1 | . | 0% | . | 9% | 9% | . | -1% | . | 12%
Cc1c(C)c2ccc(OC(C)C(=O)NCCc3c[nH]c4ccccc34)cc2oc1=O (configuration not stated) | 2% | 0% | -1% | 0% | 13% | 1% | 26% | 2% | 0%
Cc1sc2nc(SCC(=O)c3cccs3)n(Cc3ccco3)c(=O)c2c1C | 3% | 6% | 12% | -17% | -20% | -22% | 0% | ? | 2%
CC1(C)Cc2c(sc3nnn(CC(=O)Nc4ccccc4)c(=O)c23)CO1 | -16% | 11% | 0% | -6% | 15% | 1% | -11% | 0% | -9%
